Screening results deposited in PubChem BioAssay by several laboratories.
dFosB activator – enhances mouse delta FosB homodimer DNA binding | P13346 | purified delta FosB, TAMRA-CDK5 oligo fluorescence polarization; percent of positive-control signal above neutral wells | activation, % at 25 µM | 340,000 compounds, 0.99% hits | AID 493131;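 active = mean activation above about 17%, with every replicate also reaching it, limit read from the data, passing the limit was not always enough; inconclusive = only one of the two conditions met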;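 also: fluorescence polarization rise as delta FosB binds a TAMRA Cdk5 AP-1 oligo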
Target sequence (P13346 whole entry, looked up): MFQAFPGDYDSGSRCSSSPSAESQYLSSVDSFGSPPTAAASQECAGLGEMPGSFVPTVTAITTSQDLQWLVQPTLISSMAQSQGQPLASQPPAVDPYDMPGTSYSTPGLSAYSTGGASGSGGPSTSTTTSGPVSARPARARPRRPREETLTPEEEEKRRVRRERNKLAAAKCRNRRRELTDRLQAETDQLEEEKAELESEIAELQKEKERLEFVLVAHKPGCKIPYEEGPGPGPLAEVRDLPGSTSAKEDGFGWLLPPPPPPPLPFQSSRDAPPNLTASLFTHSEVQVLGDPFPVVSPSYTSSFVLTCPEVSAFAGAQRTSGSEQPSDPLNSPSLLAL
Rtt109 Vps75 – inhibitors of Candida albicans Rtt109/Vps75 histone acetyltransferase. purified Rtt109/Vps75, ThioGlo CoA-SH fluorescence, 4 h. inhibition, % at 34.9 µM. 330,000 compounds, 0.16% hits. AID 540336;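 active = inhibition of at least 50% in every replicate; inconclusive = best replicate reaches 50% inhibition but some replicates fall short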
Target sequence (Q5AAJ8 whole entry, looked up): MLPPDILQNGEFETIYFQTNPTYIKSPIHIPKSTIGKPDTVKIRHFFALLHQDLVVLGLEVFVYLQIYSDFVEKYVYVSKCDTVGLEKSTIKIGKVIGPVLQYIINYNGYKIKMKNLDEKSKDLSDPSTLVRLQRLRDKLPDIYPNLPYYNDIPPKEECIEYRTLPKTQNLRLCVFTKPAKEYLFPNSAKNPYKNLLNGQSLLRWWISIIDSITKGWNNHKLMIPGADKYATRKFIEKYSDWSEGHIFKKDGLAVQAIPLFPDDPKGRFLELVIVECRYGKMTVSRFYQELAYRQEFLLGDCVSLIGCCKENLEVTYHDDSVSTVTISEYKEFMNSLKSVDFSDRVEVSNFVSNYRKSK
SR-BI uptake up – SR-BI HDL lipid transfer activation. CHO ldlA[mSR-BI] cells, DiI-HDL uptake fluorescence, 3 h; 100 = double the neutral-control signal. activation, % at 12.5 µM. 320,000 compounds, 0.096% hits. AID 504775;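 active = mean replicate activation of at least 60% and every replicate at or above 60%; inconclusive = mean or all-replicate condition met, but not both; inactive = mean below 60% and not all replicates reaching 60%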;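 also: 0% = median plate neutral-control signal and 100% = twice that signal; values of inactives mirror those of a sister screen read the other way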
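Test system: SR-BI-overexpressing, LDLR-lacking CHO cells. Measured by: DiI fluorescence, bottom read. Medium: Ham's F12 with 0.5% BSA, HEPES 25 mM, pH 7.4. Timing: 3 h uptake period with compound, 37 °C.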
HTR5A ag – HTR5A agonism, opioid heterodimer counter-screen; P47898; HTR5A agonist assay, luminescence, cell-based; activation, % at 9.3 µM; 340,000 compounds, 0.61% hits; AID 504692; in the data active = activation mostly above about 9.5%, no sharp cut-off; inactive = mostly below about 7.6%;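 also: 0% = cells with vehicle only and 100% = reference agonist; strong numbers were not always called active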
Target sequence (P47898 whole entry, looked up): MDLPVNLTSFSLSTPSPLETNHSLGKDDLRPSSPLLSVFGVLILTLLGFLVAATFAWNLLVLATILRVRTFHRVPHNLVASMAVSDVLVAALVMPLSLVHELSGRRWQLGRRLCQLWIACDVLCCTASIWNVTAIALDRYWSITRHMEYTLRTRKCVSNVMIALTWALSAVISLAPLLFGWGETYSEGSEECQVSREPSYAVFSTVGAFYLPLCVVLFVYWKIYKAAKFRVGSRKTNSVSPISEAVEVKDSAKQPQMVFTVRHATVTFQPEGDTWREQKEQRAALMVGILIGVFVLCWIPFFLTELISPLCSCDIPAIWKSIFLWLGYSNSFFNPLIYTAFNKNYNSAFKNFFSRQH
RTF Ca sens act – increases calcium sensitivity of human cardiac regulated thin filaments; 340,000 compounds, 0.24% hits; activation, % at 7.2 µM; IANBD-labeled TnC RTF fluorescence at EC20 calcium; 0% EC20 calcium, 100% full calcium; AID 493008; P19429+P45379;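 active = activation above the mean over all tested compounds plus 3 SD, cut at about 30% in these data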;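 also: rise in fluorescence read as greater calcium sensitivity of cardiac thin filaments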
PvdQ acylase – P. aeruginosa PvdQ acylase inhibition; inhibition, % at 10 µM; 340,000 compounds, 0.063% hits; purified PvdQ acylase, fluorescence plate reader; in the data active = inhibition above about 30%, passing the limit was not always enough; inconclusive = no clear call, values can overlap the other calls;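 also: 0% = vehicle neutral wells and 100% = reference inhibitor wells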
Wnt act – activators of Wnt/beta-catenin signaling; Wnt/beta-catenin reporter cell assay, activator, plate reader; activation, % at 9.35 µM; 300,000 compounds, 1.2% hits; AID 743398; in the data active = activation above about 30%, passing the limit was not always enough; inconclusive = no clear call, values can overlap the other calls;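 also: 0% = neutral control wells and 100% = positive control wells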
CDK5 inh – CDK5/p35 (human) kinase inhibition. Q00535+Q15078. Recombinant CDK5/p35, ADP-Glo luminescence, 60 min. inhibition, % at 10 µM. 330,000 compounds, 0.01% hits. AID 488839;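 active = highest replicate inhibition of at least 50% and at least 75% of replicates reaching 50%; inconclusive = only one of the two criteria met; inactive = both criteria failed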;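 also: plate controls were DMSO neutral control for no effect and GW8510 at 10 µM for full effect; many of its hits are not listed in these tables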
MITF act – activators of MITF-driven TRPM1 promoter activity in SK-MEL-5 cells | SK-MEL-5 TRPM1-promoter luciferase, 24 h; % of positive control, neutral wells = 0 | activation, % at 12.5 µM | 300,000 compounds, 0.75% hits;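 active = mean activation of at least 80% with every replicate also reaching 80%; inconclusive = mean reaches 80% but some replicate falls short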;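 also: 0% = neutral control wells and 100% = parthenolide positive control wells; values of inactives mirror those of a sister screen read the other way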
SR-BI DiI inh – inhibitors of mouse SR-BI mediated HDL lipid uptake; AID 488896; ldlA[mSR-BI] CHO cells, DiI-HDL uptake fluorescence, 3 h; 320,000 compounds, 0.96% hits; inhibition, % at 12.5 µM;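 active = mean replicate inhibition of at least 70% and a set share of replicates each scoring 70 or more; inconclusive = meets just one of the two criteria; inactive = fails both criteria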;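 also: 0% = median of neutral control wells and 100% = median of positive control wells; values of inactives mirror those of a sister screen read the other way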
Active calls of the source: *; ? = inconclusive; / = no result given; & = joins results of further samples. No enrichment for hits. About 4.4% of those tested had a hit in this group.

SMILES | dFosB activator | Rtt109 Vps75 | SR-BI uptake up | HTR5A ag | RTF Ca sens act | PvdQ acylase | Wnt act | CDK5 inh | MITF act | SR-BI DiI inh
CCCOC(=O)CCNc1n[nH]c(=O)[nH]c1=O | 2 | 3 | -1 | -4 | 4 | 0 | 0 | 0.7 | / | 1
Cc1ccc(Cc2c(C)nc3nc(SCC(=O)NCCCN4CCCC4)nn3c2C)cc1 | 10 | 19 | / | -3 | 3 | -6 | -3 | -0.2 | 10 | /
COC(=O)c1ccc(C(=O)NC2CCSc3ccccc32)cc1 (stereo unspecified) | 5 | 8 | -10 | -2 | 0 | -3 | 4 | 0.0 | 11 | 10
COc1cccc(OCc2nc3ccccc3c(=O)n2N)c1 | -2 | -8 | 4 | 6 | 7 | -10 | -3 | 1.6 | 33 | -4
O=C(OCc1ccc([N+](=O)[O-])cc1)C1CC(=O)N(Cc2ccccc2)C1 (stereo unspecified) | -4 | -4 | 4 | 0 | -8 | -16 | -7 | -0.6 | 4 | -4
COCC(=O)NCc1nc2ccccc2n1Cc1ccccc1F | 4 | 4 | 14 | 3 | 0 | -15 | -2 | -2.1 | -9 | -14
CCOC(=O)c1c(NC(=O)COC(=O)c2cnc(C)cn2)sc(C(=O)N(C)C)c1C | -10 | 1 | 18 | -3 | -4 | 11 | -4 | -2.2 | 1 | -18
COc1ccccc1C(CNC(=O)CNC(=O)c1ccc(C)c(C)c1)N1CCCC1 (stereo unspecified) | -7 | 15 | 25 | 7 | -4 | 1 | -1 | 0.7 | 7 | -25
COc1ccc(S(=O)(=O)NCc2ccc(C(=O)N3CCc4ccccc4C3)cc2)cc1 | 3 | -2 | 14 | -6 | 2 | -3 | -1 | 1.4 | 3 | -14
CCC(=O)N(CCc1ccccc1)Cc1cc2cc(OC)ccc2[nH]c1=O | -7 | 0 | / | -6 | -3 | -13 | -4 | -4.5 | 4 | /
CCOc1ccc(C(=O)COC(=O)c2ccc(-n3cnnn3)cc2)cc1 | 7 | -8 | -8 | 11 | 0 | -11 | 1 | 0.6 | 3 | 8
Cc1cccc(NC(=O)CC2C(=O)NC3CCCCC3N2C(=O)c2ccccc2Cl)c1 (stereo unspecified) | -12 | 1 | -5 | 2 | 5 | -8 | -5 | -1.5 | 0 | 5
CCCS(=O)(=O)N1CCCC(C(=O)N2CCN(C(=O)OCC)CC2)C1 (stereo unspecified) | 1 | -2 | / | 2 | -1 | -4 | / | 0.3 | 1 | /
Cc1nc(S/C(=C\c2ccc(OCc3ccccc3Cl)cc2)C(=O)O)n[nH]1 | -11 | -10 | -17 | -2 | 0 | -13 | -1 | 0.3 | -19 | 17
Cc1ccc(C(=O)/C=C/Nc2ccccc2C(N)=O)o1 | -6 | 1 | 13 | 1 | 5 | -13 | 23 | -3.6 | 55 | -13
CC(C)(C)NS(=O)(=O)c1cnc(Cl)c(Cl)c1 | -6 | -2 | -4 | -10 | 8 | 0 | / | 0.9 | 3 | 4
CCOc1ccc(C(=O)NNC2CC(=O)N(CCc3ccccc3)C2=O)cc1OC (stereo unspecified) | -7 | 4 | -6 | 0 | 8 | -10 | -1 | 1.7 | 8 | 6
CCN1CCN(C(C(=O)NC2CCCC2)c2cc3c(cc2[N+](=O)[O-])OCO3)CC1 (stereo unspecified) | -6 | 10 | 15 | -2 | 0 | 2 | 9 | -0.5 | -6 | -15
COc1ccccc1/C=C/C(=O)NCC(=O)N1CCC(N(C)C2CCCC2)CC1 | 9 | -10 | -23 | 1 | -1 | -15 | -3 | -0.5 | 6 | 23
Cc1cc(C(=O)N2CCc3c([nH]c4ccccc34)C2c2cccc(Cl)c2)nn1C (stereo unspecified) | -4 | -1 | -40 | 4 | 0 | -3 | -1 | 2.2 | -20 | 40
O=C(/C=C/Nc1ccc(Br)cc1F)c1ccccc1 | -8 | 4 | 8 | 0 | 11 | -3 | -9 | 3.9 | -26 | -8
O=c1[nH]c(C2CCN(S(=O)(=O)c3ccc4c(c3)OCCO4)CC2)nc2c1nnn2Cc1c(F)cccc1Cl | -8 | -2 | / | 1 | 4 | -12 | -9 | -4.4 | -6 | /
CCOc1ccccc1N(C(=O)c1ccco1)C(C(=O)NC1CCCC1)c1cccs1 (stereo unspecified) | -6 | -12 | 28 | 2 | -2 | -13 | 1 | 0.1 | -4 | -28
FC(F)(F)c1ccccc1NC(=S)Nc1cccc2cnccc12 | -4 | -7 | -12 | 2 | -2 | 4 | 1 | 3.1 | 2 | 12
Cc1cc(NC(=O)C(=O)NCc2cccc(Cl)c2)no1 | 1 | 0 | 4 | 6 | -1 | 16 | -1 | 0.6 | / | -4
CCN(CC)S(=O)(=O)c1ccc(C(C)NC(=O)Cc2c[nH]c3ccccc23)cc1 (stereo unspecified) | -3 | 0 | -39 | 3 | -9 | -1 | -2 | -0.6 | -9 | 39
CCCCC(=O)Nc1ccc(NC(=S)NC(=O)CC(C)C)cc1OC | -4 | -2 | -17 | -1 | -2 | -1 | / | -0.7 | -23 | 17
COC(=O)[C@H](Cc1ccccc1)NC(=O)Nc1ccc(S(N)(=O)=O)cc1 | -2 | 7 | -3 | -7 | 3 | -4 | / | -2.6 | 2 | 3
CC(=O)N1CCN(S(=O)(=O)c2cccc(C(=O)Nc3nc4c(s3)CCCC4)c2)CC1 | -1 | 1 | -68 | -7 | 4 | -13 | / | -6.6 | -12 | 68
Cc1c(C(=O)N2CCCC(C(F)(F)F)C2)oc2ccccc12 (stereo unspecified) | -8 | 5 | -30 | 2 | -5 | -8 | -1 | 1.1 | 29 | 30
CC[C@@H]1C=C(C(=O)O)[C@H](c2ccc(Cl)c(Cl)c2)N1S(=O)(=O)c1ccc(C)cc1 | -4 | 3 | 6 | 0 | -1 | -10 | -2 | -0.2 | -2 | -6
O=C(NCc1ccncc1)C(=O)NCc1ccco1 | 4 | -2 | 7 | -2 | -1 | -13 | 0 | -0.2 | 3 | -7
Cc1cccc(-c2n[nH]c(=S)n2/N=C/c2ccco2)c1 | -10 | 4 | 15 | -4 | 0 | 1 | -1 | 1.7 | -11 | -15
C=C1C(=O)[C@@]23[C@H](O)C[C@@H]4C(C)(C)CC[C@H](O)[C@@]4(C)[C@@H]2CC[C@@H]1[C@H]3O | -4 | 2 | 8 | 2 | 5 | -4 | -24 | -5.0 | -92 | -8
CCOC(=O)CNC(=O)C1CCCc2c1[nH]c1ccc(Cl)cc21 (stereo unspecified) | -2 | 4 | 3 | 2 | 0 | 6 | -2 | -8.3 | -5 | -3
C=CCn1c(SCC(=O)NC2CC2)nnc1-c1ccccn1 | -2 | -31 | 22 | 7 | -4 | -13 | 3 | 1.2 | 12 | -22
O=C(OCC(=O)c1cccs1)C1=COCCO1 | -6 | 3 | -1 | 2 | 8 | -16 | / | 1.1 | 51 | 1
Cc1ccc(-n2[nH]c(C)c(/C=N/NC(=O)c3ccc(O)cc3O)c2=O)cc1 | -5 | 2 | -137 | -1 | -3 | 12 | / | -0.3 | 16 | 137*
N#CCCn1c(SCC(=O)NCc2ccco2)nc2ccccc21 | -1 | 10 | 17 | -1 | 2 | -8 | / | -0.3 | 2 | -17
Cc1noc(C)c1C(=O)Nc1nc(-c2ccccc2Cl)cs1 | -1 | -15 | -20 | -4 | -4 | -17 | ? | -2.5 | 25 | 20
COc1ccc(C(C(=O)NCC2CCCO2)N(C(=O)CNC(=O)c2cccs2)c2ccc(C(C)=O)cc2)cc1OC (stereo unspecified) | -4 | 5 | 12 | 1 | -2 | -15 | -2 | 0.2 | -13 | -12
O=S(=O)(c1ccc2oc(=S)[nH]c2c1)N1CCCCC1 | 2 | 9 | / | 0 | -6 | -11 | 3 | 1.6 | -2 | /
O=C(NCc1ccccn1)C1CC(c2ccc(Cl)c(Cl)c2)=NO1 (stereo unspecified) | -9 | 2 | -10 | 2 | 4 | 13 | -4 | -0.1 | / | 10
C=CCN1C(=O)/C(=C2\SC(N3CCOCC3)=NC2=O)c2cc(Br)ccc21 | -22 | 6 | -51 | -2 | -9 | 2 | 2 | 0.8 | 17 | 51
CCS(=O)(=O)c1ccc(O)c(N2C(=O)C3C4C=CC(C4)C3C2=O)c1 (stereo unspecified) | 1 | / | 17 | 0 | 3 | 3 | / | 2.1 | -3 | -17
Cc1cccc(CN2CCN(C(c3ccccc3)c3ccc(Cl)cc3)CC2)c1 (stereo unspecified) | 1 | 6 | 6 | -1 | 4 | -12 | -13&-19 | -0.3 | 21 | 22
Cc1ccc(NS(=O)(=O)c2ccc(OCC(=O)NCc3ccncc3)cc2)cc1 | -2 | -3 | -6 | -1 | 8 | -12 | / | -0.7 | 0 | 6
N#Cc1cc2c(nc1SCc1cccnc1)CCCC2 | -22 | 3 | -5 | 4 | 2 | -6 | / | -1.4 | / | 5
CC(C)Cn1cc(F)c(=O)n(CC(C)C)c1=O | -4 | -5 | 30 | 0 | 0 | 12 | -2 | 2.9 | -4 | -30
Cc1cn([C@H]2C[C@H](N=[N+]=[N-])[C@@H](CO)O2)c(=O)[nH]c1=O | 3 | -7 | 28 | 1 | 6 | -15 | -10 | 0.4 | -1 | -6
CN(C)CCCNC(=O)C(=O)NCC1OCCN1S(=O)(=O)c1cccs1 (stereo unspecified) | 12 | -9 | 1 | 1 | -3 | -6 | 2 | 0.8 | -9 | -1
Cc1nn(C)c(C(=O)N2CCN(C(=O)c3ccco3)CC2)c1[N+](=O)[O-] | 4 | -3 | 13 | 0 | 7 | -9 | -2 | -2.9 | -16 | -13
CC(C)c1ccc(OCCCN2CCCC2)cc1 | -10 | -4 | 24 | 0 | -1 | -15 | -4 | 1.0 | 0 | -24
CCCCNC(=O)O[C@H]1C[C@@H]2CCN3C(=O)CCC[C@H]([C@H]1CC)[C@H]23 | 2 | 2 | 19 | 0 | 12 | -10 | -2 | 1.1 | -1 | -19
O=C1Cc2ccccc2C(=O)N1Cc1cccc(Cl)c1 | 4 | 1 | 8 | -2 | 1 | -17 | -6 | -0.3 | / | -8
COc1ccc(N2CCN(C(c3cccs3)C(C)NC(=O)C(=O)N3CCCCC3)CC2)cc1 (stereo unspecified) | -5 | 5 | -32 | 2 | -6 | 3 | 0 | / | -7 | 32
COc1ccc(-c2cccc(C3CC=CC4C3C(=O)N(Cc3ccccc3)C4c3ccc(OC)c(Cl)c3)c2)cc1 (stereo unspecified) | -9 | -3 | -10 | 7 | 4 | -14 | -7 | -0.1 | 12 | 10
CCCc1cc2c(cc1NC(=O)c1ccc(C)cc1)OCO2 | 0 | -1 | -15 | 0 | 2 | -10 | / | 1.8 | 3 | 15
